Assay outcomes as filed in PubChem BioAssay.
tim10-1 inh: growth inhibitors of tim10-1 mutant yeast | S. cerevisiae tim10-1 ts strain growth, BacTiter-Glo, 24 h | inhibition, % at 20 µM | hit rate 2.2% among 330,000 | AID 463190;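 active = inhibition of at least 40%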;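 note: mutant grown at 25 °C; 0% = DMSO wells with yeast and 100% = wells holding no yeast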
Mdm2-MdmX inh: human Mdm2/MdmX binding inhibition | O15151+Q00987 | SaOS-2 split-luciferase Mdm2/MdmX complementation, luminescence | inhibition, % at 8 µM | hit rate 3% among 330,000;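 active = inhibition of at least 50% at 8 µM in the primary screen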
Target sequence (O15151 whole entry, looked up): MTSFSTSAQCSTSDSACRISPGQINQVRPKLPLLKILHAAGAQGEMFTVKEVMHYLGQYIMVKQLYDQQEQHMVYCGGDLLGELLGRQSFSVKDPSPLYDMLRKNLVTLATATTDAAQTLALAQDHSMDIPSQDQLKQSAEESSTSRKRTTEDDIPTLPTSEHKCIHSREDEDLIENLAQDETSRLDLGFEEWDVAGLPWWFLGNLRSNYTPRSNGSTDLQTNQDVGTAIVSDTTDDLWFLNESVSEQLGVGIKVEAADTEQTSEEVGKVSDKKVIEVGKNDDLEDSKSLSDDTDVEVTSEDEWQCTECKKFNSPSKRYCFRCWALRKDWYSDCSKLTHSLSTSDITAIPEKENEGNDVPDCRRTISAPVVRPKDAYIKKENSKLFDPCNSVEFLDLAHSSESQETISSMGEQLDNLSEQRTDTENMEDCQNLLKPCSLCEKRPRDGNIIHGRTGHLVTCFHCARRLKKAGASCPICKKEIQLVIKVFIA
Target sequence (Q00987 whole entry, looked up): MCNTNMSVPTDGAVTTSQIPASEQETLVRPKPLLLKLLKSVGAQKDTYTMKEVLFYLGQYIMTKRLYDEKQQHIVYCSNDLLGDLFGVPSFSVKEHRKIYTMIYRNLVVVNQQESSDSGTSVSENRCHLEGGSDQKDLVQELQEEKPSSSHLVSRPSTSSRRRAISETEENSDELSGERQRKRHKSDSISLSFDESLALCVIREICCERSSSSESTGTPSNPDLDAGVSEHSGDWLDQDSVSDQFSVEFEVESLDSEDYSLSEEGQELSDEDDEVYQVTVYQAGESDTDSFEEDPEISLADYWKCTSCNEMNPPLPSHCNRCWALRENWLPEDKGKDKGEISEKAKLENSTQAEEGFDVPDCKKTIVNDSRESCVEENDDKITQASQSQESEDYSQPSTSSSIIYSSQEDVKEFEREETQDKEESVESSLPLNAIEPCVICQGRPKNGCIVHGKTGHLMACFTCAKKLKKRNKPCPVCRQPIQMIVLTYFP
697 NFkB inh: inhibitors of the PMA/ionomycin-induced NF-kB reporter in 697 B cells; 697 B-cell NF-kB luciferase reporter, 16 h; inhibition, % at 4 µM; hit rate 0.33% among 330,000; in the data active = inhibition above about 35%
Jurkat NFkB inh: inhibitors of the PMA/ionomycin-induced NF-kB reporter in Jurkat cells; PMA/ionomycin-induced NF-kB luciferase reporter, luminescence; inhibition, % at 4 µM; hit rate 0.53% among 330,000; AID 435003; in the data active = inhibition above about 50%
tim23-1 inh: tim23-1 yeast growth inhibition; hit rate 1.3% among 330,000; inhibition, % at 20 µM; S. cerevisiae tim23-1 growth, BacTiter-Glo luminescence, 24 h;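 active = growth inhibition of the mutant yeast at or above 50%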;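 note: temperature-sensitive mutant grown at 25 °C; plate controls were DMSO-treated mutant yeast for no effect and medium wells lacking yeast for full effect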
CHOP UPR activ: activators of apoptotic arm of unfolded protein response (CHOP). CHO-CHOP luciferase reporter, UPR activation, luminescence; percent of tunicamycin response over DMSO baseline. activation, % at 10 µM. hit rate 0.34% among 330,000;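 active = at 10 µM dose, activation of 40% or more, normalized to positive control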;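 note: 100% = tunicamycin at 10 µg/mL and 0% = DMSO alone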
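Dosing – one dose, 10 µM in 0.5% DMSO · System – CHO-CHOP cells, stable luciferase reporter of PERK-eIF2a-CHOP signalling · Input – 500 cells/well · Control set – tunicamycin 10 µg/mL final as positive, DMSO-only wells as negative · Timing – 6 h compound treatment, 37 °C · Measure – % activation vs tunicamycin · Technique – luminescence read with Steady-Glo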
TIM10 inh: TIM10 yeast growth inhibition. hit rate 1.4% among 330,000. inhibition, % at 10 µM. S. cerevisiae TIM10 strain growth, BacTiter-Glo luminescence, 24 h;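 active = inhibition of 40% or more at the single tested concentration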;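 note: wild-type TIM10 isogenic control strain grown at permissive 25 °C; 0% = DMSO yeast wells and 100% = minimal medium wells without yeast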
XBP1 UPR activ: adaptive UPR (XBP1) activation; CHO-XBP1 luciferase reporter, IRE1-XBP1 UPR activation, luminescence; percent of tunicamycin response, DMSO as zero; activation, % at 20 µM; hit rate 0.33% among 330,000; AID 463104;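 active = versus positive control, 20 µM dose yields 30% or more activation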;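 note: 100% = tunicamycin at 10 µg/mL and 0% = DMSO only wells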
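Assay system: IRE1-XBP1 luciferase reporter CHO line. Input: 1000 cells/well. Buffer or medium: F12 with 10% serum. Doses: 20 µM, 1% DMSO. Times: overnight seeding at 37 °C, 6 h compound treatment at 37 °C. Technique: Steady-Glo luciferase glow luminescence, 10 min after reagent addition.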
* marks the source's active call; other numbers are inactive results.

SMILES	tim10-1 inh	Mdm2-MdmX inh	697 NFkB inh	Jurkat NFkB inh	tim23-1 inh	CHOP UPR activ	TIM10 inh	XBP1 UPR activ
COc1ccccc1C(=O)NC(CCSC)C(=O)OC(C)C(N)=O (stereo unspecified)	16	12	8	8	1	-0.4	-1	-2
Cc1cccc(OCc2nnc(-c3ccc(F)cc3)o2)c1	-1	-5	-9	-1	10	2.8	-4	1
COc1cc2c(cc1OC)C(C1C(=O)CC(C)CC1=O)N(C(=O)CCl)CC2 (stereo unspecified)	13	-1	9	7	-8	-0.1	9	1
COC(=O)c1c(NS(C)(=O)=O)sc2c1CCCC2	28	-1	7	8	26	0.0	16	2
COC(=O)c1c(C)[nH]c(C(=O)C(C)OC(=O)C2CC2)c1C (stereo unspecified)	4	1	7	5	-3	2.8	5	-1
CC(C)CNC(=S)Nc1ccc(Oc2ccccc2)cc1	43*	16	1	-9	45	0.3	36	-1
CC(=O)c1ccc(S(=O)(=O)NC2CC2)cc1	-16	0	-1	-11	2	1.5	16	3
O=C1CSC(=Nc2ccc(F)cc2)N1	-6	5	12	6	5	-2.6	7	1
COc1ccc(CC(=O)N/N=C(/C)CC(=O)N(C)c2ccccc2)cc1	22	1	-21	-23	4	-1.2	4	0
N#CCCn1nc(-c2ccccc2)cc1-n1c(C(F)(F)F)nc2ccccc21	25	-12	0	7	7	-0.2	24	-1
Cc1cc(C)c2c(n1)SCC(=O)N2CC(=O)Nc1ccc(F)cc1	3	26	4	-3	0	-3.0	6	-3
Cc1c(C(=O)N/N=C/c2ccc(N3CCOCC3)cc2)nc2ccccn12	4	3	10	18	14	1.3	10	1
C#CCOCCOCCOCCNc1nc(N2CCN(C(=O)CCCCCCCCCCNC(=O)[C@@H](CCSC)n3cc(CCO)nn3)CC2)nc(N2CCN(C(=O)CCCCCCCCCCNC(=O)[C@H](CCC(=O)O)n3cc(CCCCCN)nn3)CC2)n1	36	20	12	11	31	-1.2	14	-1
COC(=O)C(CCSC)NC(=O)CNS(=O)(=O)c1ccc(F)cc1 (stereo unspecified)	10	-33	5	-14	17	-0.8	6	1
Cc1noc(C)c1CSc1nc2ccccc2c(=O)n1-c1ccc(Cl)cc1	35	44	-30	24	50	-1.0	32	-2
Cc1ccc(S(=O)(=O)N(CC(=O)NC2CCCC2)c2cccc(C)c2)cc1	9	-22	11	1	17	-0.5	17	-1
Cc1sc2nc(C3CC3)nc(N3CCN(C(=O)c4ccc(Cl)cc4)CC3)c2c1C	7	8	-15	3	18	2.7	-7	3
C(=N/Nc1nccs1)/c1cccnc1	16	-26	-3	-5	17	2.0	-4	0
CC(C)OC(=O)NCCOC(=O)Nc1ccc(Cl)c(Cl)c1	25	25	-5	3	17	2.7	2	2
O=C(COC(=O)c1c(F)cccc1F)NCc1cccs1	-5	15	4	15	8	0.3	71*	5
Cc1cc[n+](CCC(=O)O)c2ccccc12	-3	-42	-41	-9	18	-0.1	-6	-1
CCOc1ccc(S(=O)(=O)Oc2ccc3ccccc3c2)cc1	-5	15	-11	3	-3	2.1	-21	1
CCN1CCN(CCCNC(=O)CS(=O)(=O)Cc2nc(-c3ccccc3C)oc2C)CC1	9	6	-41	-14	15	-0.9	10	0
CCOc1ccccc1-n1nnnc1SCC(=O)NC(=O)NCc1ccco1	23	-16	6	-4	-9	1.1	3	-2
Cc1cc(C(=O)OCC(=O)Nc2cc(S(=O)(=O)N(C)C)ccc2C)c(C)o1	-2	-7	17	4	9	-0.5	12	-3
O=C(c1cc2nc(-c3ccco3)cc(C(F)(F)F)n2n1)N1CCCCCC1	33	29	-4	23	31	2.2	27	-1
Cc1nn(Cc2ccc(C(=O)N/N=C/c3ccncc3)o2)c(C)c1Cl	-12	34	-6	7	-8	-0.2	-3	-4
Cc1cc(C(=O)OCC(=O)NCc2ccco2)c(C)n1-c1ccc(F)cc1	14	56*	-50	44	-19	-1.3	-12	5
Cc1cc(C)c(C(=O)COC(=O)C2CCN(c3ccc(C(F)(F)F)cn3)CC2)cc1C	8	-4	19	7	5	-0.6	9	-3
CCCCc1cc(=O)oc2cc(C)cc(OC(C)C(=O)O)c12 (stereo unspecified)	-2	13	10	-1	3	-0.7	2	0
CCN(CC)S(=O)(=O)c1ccc(N2CCCC2)c(NC(=O)c2ccc(N3CCCC3=O)cc2)c1	-7	-6	-15	4	16	-0.2	7	3
CCOCCCNC(=O)C1CCC(CNS(=O)(=O)c2ccc(Cl)cc2)CC1 (stereo unspecified)	4	-9	-18	-1	7	-1.8	2	-1
C=CCN(CC=C)C(=O)c1cccc(OC2CCN(S(=O)(=O)N(C)C)CC2)c1	25	9	6	1	18	0.7	6	-1
Cc1cccc(S(=O)(=O)Nc2cc(Cl)ccc2N2CCOCC2)c1	11	27	19	14	38	0.8	9	-2
COc1ccccc1NC(=O)c1ccc(NC(=O)CSc2nc(N)cc(=O)[nH]2)cc1	6	-4	16	-5	4	-1.5	7	-2
CC(=O)Nc1cccc(NCC(=O)Nc2cc(S(=O)(=O)N3CCCCC3)ccc2Cl)c1	9	26	1	9	11	1.3	1	-3
COc1cc(OC)c(NC(=O)CCNS(=O)(=O)c2cc(Br)cnc2N)cc1Cl	-4	7	10	-11	-19	-0.7	-1	0
COc1ccc(S(=O)(=O)N2CCOCC2)cc1NC(=O)CN1CCCCCC1	11	19	3	3	-3	0.0	0	-2
NC[C@@H]1O[C@H](O[C@H]2[C@@H](O)[C@H](O[C@@H]3[C@@H](O)[C@H](N)C[C@H](N)[C@H]3O[C@H]3O[C@H](CO)[C@@H](O)[C@H](O)[C@H]3N)O[C@@H]2CO)[C@H](N)[C@@H](O)[C@@H]1O	8	-4	5	-2	10	4.0	-1	-6
Fc1ccc(CNc2nc(-c3ccccc3)nc3ccccc23)cc1	-3	7	7	4	21	-1.6	17	-4
Nc1nnc(SCC(=O)Nc2ccccc2N2CCOCC2)s1	2	-22	1	-1	5	-1.4	-3	-2
CC(NC(=O)C1C2C=CC(C2)C1C(=O)O)c1ccccc1 (stereo unspecified)	16	-7	-6	-11	3	1.6	-5	-4
O=[N+]([O-])c1ccc(N/N=C2/CCCCC2c2ccccn2)c([N+](=O)[O-])c1 (stereo unspecified)	42*	18	16	10	41	-1.7	28	-4
CN1/C(=C/C(=O)C2CC2)C(C)(C)c2ccccc21	-2	5	5	10	10	1.4	-21	3
COC(=O)c1ccccc1S(=O)(=O)NNC(=O)c1nn(C)c(=O)c2ccccc12	-3	8	21	1	3	-1.6	1	-3

Copied from the list:
Entry for CC(=O)Nc1cccc(NCC(=O)Nc2cc(S(=O)(=O)N3CCCCC3)ccc2Cl)c1 in Mdm2-MdmX inh: 26
Entry for CC(NC(=O)C1C2C=CC(C2)C1C(=O)O)c1ccccc1 (stereo unspecified) in Mdm2-MdmX inh: -7

Continuation.
SMILES	tim10-1 inh	Mdm2-MdmX inh	697 NFkB inh	Jurkat NFkB inh	tim23-1 inh	CHOP UPR activ	TIM10 inh	XBP1 UPR activ
COc1ccc2c(c1)C1NC(=S)NC(C)(O2)C1C(=O)Nc1ccc(C)cc1C (stereo unspecified)	6	8	30	15	-11	-0.2	4	1
CCOC(=O)c1c(C)oc2cc(Sc3ccccc3)c(O)c(O)c12	34	35	11	7	26	3.6	28	4
Nc1nc(-c2nonc2N)no1	11	-2	11	-2	8	-0.9	10	-1
CC(=O)Oc1ccc(C2C3=C(CC(C)(C)CC3=O)Nc3cc4c(cc32)OCCO4)cc1 (stereo unspecified)	-3	15	16	-3	10	1.7	15	-3
COCCCNC(=O)CCc1nc(-c2ccccc2Cl)no1	-9	-10	3	-6	5	-1.2	3	-4
COc1cc(/C=N\Nc2nc3ccccc3[nH]2)cc(OC)c1OC	13	-9	-7	18	7	-0.3	0	-1
C=CCNC(=O)c1ccccc1NC(=O)C1CCN(S(=O)(=O)c2ccc(SC)cc2)CC1	13	-3	-7	15	22	2.5	-5	-1
CCN(CC)CCn1c2c(c(SCC(=O)Nc3cccc4ccccc34)nc1=O)CCCC2	-12	1	8	2	0	-1.0	0	-2
Cn1cc(C(=O)NC2C3CC4CC(C3)CC2C4)cn1 (stereo unspecified)	0	-2	-7	7	10	8.9	-14	-2
CCC1(c2ccccc2)C(=O)N(C(=O)OC(C)(C)C)N1C(=O)OC(C)(C)C (stereo unspecified)	23	19	11	6	31	0.5	26	-1
CCOc1ccc(NC(=O)CN(C)CC(=O)Nc2ccccc2SC)cc1OCC	12	13	-7	3	-7	1.6	21	-1
CC(C)c1ccc(S(=O)(=O)c2nnn3c2nc(N2CCCCC2)c2ccccc23)cc1	19	6	-8	6	12	0.0	6	3
COC(=O)Cn1c(=NC(=O)CN2C(=O)CCC2=O)sc2cc(S(N)(=O)=O)ccc21	14	18	-9	23	-7	1.0	-11	1
CCOC(=O)[C@H]1[C@H]2COc3ccc(OC)cc3[C@@H]2N2C(=O)CN(CCc3c[nH]c4ccccc34)C(=O)[C@@]12C	-6	-11	12	7	2	-2.2	-1	-5
CCCC(C)c1nnc(NC(=O)C2CC(=O)N(c3ccc(OCC)cc3)C2)s1 (stereo unspecified)	12	5	9	7	16	-0.1	-5	-8
O=c1[nH]c2cc3c(cc2cc1CN(Cc1ccco1)C(=S)NCC1CCCO1)OCCO3 (stereo unspecified)	10	15	-8	1	16	-1.6	11	4
CC(=O)c1c(C)[nH]c(C(=O)COc2ccc3ccc(=O)oc3c2)c1C	10	14	9	10	2	0.0	2	-1

2 compounds from above with just CHOP UPR activ, Mdm2-MdmX inh and tim10-1 inh:
SMILES,CHOP UPR activ,Mdm2-MdmX inh,tim10-1 inh
COCCCNC(=O)CCc1nc(-c2ccccc2Cl)no1,-1.2,-10,-9
COc1cc(/C=N\Nc2nc3ccccc3[nH]2)cc(OC)c1OC,-0.3,-9,13

Of the compounds above, these contain a CF3 group:
SMILES	tim10-1 inh	Mdm2-MdmX inh	697 NFkB inh	Jurkat NFkB inh	tim23-1 inh	CHOP UPR activ	TIM10 inh	XBP1 UPR activ
N#CCCn1nc(-c2ccccc2)cc1-n1c(C(F)(F)F)nc2ccccc21	25	-12	0	7	7	-0.2	24	-1
O=C(c1cc2nc(-c3ccco3)cc(C(F)(F)F)n2n1)N1CCCCCC1	33	29	-4	23	31	2.2	27	-1
Cc1cc(C)c(C(=O)COC(=O)C2CCN(c3ccc(C(F)(F)F)cn3)CC2)cc1C	8	-4	19	7	5	-0.6	9	-3

Arranged by value in 697 NFkB inh (descending): some entries from above
smiles	Mdm2-MdmX inh	697 NFkB inh	Jurkat NFkB inh
Nc1nc(-c2nonc2N)no1	-2	11	-2
CC(=O)c1c(C)[nH]c(C(=O)COc2ccc3ccc(=O)oc3c2)c1C	14	9	10
CCN(CC)CCn1c2c(c(SCC(=O)Nc3cccc4ccccc34)nc1=O)CCCC2	1	8	2
Cn1cc(C(=O)NC2C3CC4CC(C3)CC2C4)cn1 (stereo unspecified)	-2	-7	7
